CHO-K1 Ca antag = M1 antagonist counterscreen hit in parental CHO-K1 cells. 360,000 tested, 0.6% active. ATP-induced calcium, Fluo-8 fluorescence. inhibition, % at 3 µM;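 active = inhibition above a per-plate cutoff, the plate's mean sample inhibition plus 3 SD, cut at about 24% in these data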;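 note: 0% = DMSO plus EC80 ATP and 100% = DMSO alone without ATP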
M1 ag = human M1 muscarinic receptor agonists, primary screen, Fluo-8 calcium fluorescence, CHO-K1 cells, HTS. AID 588814, 2011. 360,000 tested, 0.33% active. CHO-K1 hM1, agonist mode; 0% DMSO, 100% acetylcholine EC100. activation, % at 3 µM;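 active = activation above the run's mean compound activation plus 3 SD, cut at about 16% in these data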;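 note: peak over basal fluorescence ratio within a 140 s kinetic read after compound addition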
CHO-K1 Ca PAM = nonselective calcium activators in parental CHO-K1 cells, primary screen, counter-screen for M1 PAM project, cell-based, Fluo-8 calcium fluorescence, full deck, 1536-well; AID 602247, 2012; 360,000 tested, 0.02% active; activation, % at 3 µM; ATP EC20; 0% at ATP EC20, 100% at ATP max;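 active = activation above the run cutoff, the mean activation of all test compounds plus 3 SD, cut at about 40% in these data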;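 note: peak over basal fluorescence ratio in a 140 s read after ATP addition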
M1 antag = human M1 muscarinic receptor antagonists, primary screen, CHO-K1 cells, Fluo-8 calcium fluorescence, 1536-well; Muscarinic acetylcholine receptor M1 (Homo sapiens), P11229; CHO-K1 hM1, ACh EC80 antagonist; inhibition, % at 3 µM; 360,000 tested, 1.3% active;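 active = percent inhibition above its own plate's cutoff, namely the mean of that plate's compound wells plus 3 SD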;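 note: peak over basal fluorescence ratio during 140 s after agonist addition; 0% = ACh EC80 plus DMSO and 100% = DMSO alone without agonist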
TAAR1 ag = human TAAR1 agonists, primary screen, Fluo-8 calcium fluorescence, CHO RD-HGA16 cells; Trace amine-associated receptor 1 (Homo sapiens), Q96RJ0; vehicle wells 0%, saturating PEA agonist 100%; activation, % at 3 µM; 360,000 tested, 0.99% active;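 active = activation above the mean activation of all test compounds in the run plus 3 SD, cut at about 38% in these data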
Target sequence (Q96RJ0 whole entry, looked up): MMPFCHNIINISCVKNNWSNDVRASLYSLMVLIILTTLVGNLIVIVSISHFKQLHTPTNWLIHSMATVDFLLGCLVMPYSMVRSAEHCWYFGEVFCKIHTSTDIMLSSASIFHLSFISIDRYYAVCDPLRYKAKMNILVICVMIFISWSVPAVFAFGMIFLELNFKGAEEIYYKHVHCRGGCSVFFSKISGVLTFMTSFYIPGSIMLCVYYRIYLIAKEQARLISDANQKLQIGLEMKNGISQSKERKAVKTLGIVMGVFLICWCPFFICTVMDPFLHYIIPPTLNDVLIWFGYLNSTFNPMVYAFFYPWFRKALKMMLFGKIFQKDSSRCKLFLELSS
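Benchmarks: low control DMSO, high control PEA (EC100); System: CHO RD-HGA16 cells carrying human TAAR1 plus Gα16; Detection: Fluo-8 fluorescence, 5 s baseline then 140 s kinetic read; Schedule: 17-24 h plating, Fluo-8 75 min 37 °C, 30 min RT; Read-out basis: % activation from peak over basal fluorescence ratio, DMSO-to-PEA scaled.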
OXTR potentiator = human OXTR potentiators, primary screen, fluorescence, CHO-OTR cells, Fluo-8 calcium; activation, % at 3 µM; Fluo-8 calcium fluorescence, potentiator mode; 0% = oxytocin EC15, 100% = EC100; Oxytocin receptor (Homo sapiens), P30559; 320,000 tested, 0.061% active;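 active = activation above that plate's cutoff, the mean activation of tested compounds plus 3 SD, cut at about 6.6% in these data, passing the limit was not always enough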;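 note: 100% uses oxytocin at 75 nM as the full agonist control; some results filed as inactive read as strong as hits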
Target sequence (P30559 whole entry, looked up): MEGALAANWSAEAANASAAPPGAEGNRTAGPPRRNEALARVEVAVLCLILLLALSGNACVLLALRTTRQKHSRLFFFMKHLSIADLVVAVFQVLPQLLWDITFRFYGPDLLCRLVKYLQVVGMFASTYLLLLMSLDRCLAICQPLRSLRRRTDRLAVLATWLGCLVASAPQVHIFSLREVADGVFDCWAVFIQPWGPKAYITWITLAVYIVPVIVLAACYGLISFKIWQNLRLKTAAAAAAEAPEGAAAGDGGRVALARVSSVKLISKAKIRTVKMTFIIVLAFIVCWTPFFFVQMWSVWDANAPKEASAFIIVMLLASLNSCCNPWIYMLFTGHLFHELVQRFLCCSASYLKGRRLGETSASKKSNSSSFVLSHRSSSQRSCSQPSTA
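System: human OTR in CHO cells / Also added: sub-maximal oxytocin, roughly EC15 / Control set: EC15 oxytocin low, 75 nM oxytocin high / Schedule: 6 min compound pre-incubation at room temperature, 100 s kinetic read / Compound: single-point 3.0 µM / Replication: singlicate / Technique: Fluo-8 calcium dye fluorescence / Read-out basis: % activation of max/min ratio relative to oxytocin controls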
M1 ag parental = counter-screen for M1 agonists: effect in parental CHO-K1 cells | Fluo-8 calcium fluorescence; scaled to maximal ATP response, vehicle zero | activation, % at 3 µM | 360,000 tested, 0.48% active; in the data active = activation above about 15%;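 note: untransfected CHO-K1 host cells lacking M1 receptor as counterscreen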
TAAR1 antagonist = human TAAR1 antagonists, primary screen, Fluo-8 calcium fluorescence, CHO RD-HGA16 cells; 360,000 tested, 1.5% active; Trace amine-associated receptor 1 (Homo sapiens), Q96RJ0; inhibition, % at 3 µM; antagonist;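 active = inhibition above a per-plate cutoff, the mean inhibition of test compounds on that plate plus 3 SD, cut at about 49% in these data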;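 note: 0% = DMSO plus EC80 beta-PEA response and 100% = DMSO alone without agonist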
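Assay system: RD-HGA16 CHO cells with stable hTAAR1 and Gα16 / Reagent: EC80 β-phenethylamine stimulus / Doses: 3 µM, single point / Timing: dye loading 75 min at 37 °C, then 30 min room temperature / Measured by: Fluo-8 intracellular calcium dye fluorescence, real-time kinetic reads / Controls: vehicle wells and EC80 agonist wells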
CHO parental Ca = ATP-evoked calcium signal inhibitors, parental CHO, primary screen, counter-screen for OX1R antagonist project, cell-based, fluorescence, Fluo-8 calcium dye | inhibition, % at 5.6 µM | 330,000 tested, 0.63% active | AID 463079, 2010 | parental CHO-K1, ATP-induced calcium, Fluo-8 fluorescence;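 active = inhibition above that plate's mean sample inhibition plus 3 SD, cut at about 26% in these data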;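 note: 0% = ATP-challenged DMSO wells and 100% = DMSO wells without ATP; some compounds past the cut are filed as inactive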
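Material: parental CHO cells / Compound: single nominal dose of 5.6 µM per compound / Signal: Fluo-8 fluorescence / Replicates: singlicate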
Starred values were filed as active, the others as inactive; x = not tested or not shown.

Molecule	TAAR1 ag	CHO-K1 Ca antag	CHO parental Ca	OXTR potentiator	CHO-K1 Ca PAM	TAAR1 antagonist	M1 ag	M1 antag	M1 ag parental
C=CCn1c(C)cc(C(=O)CSc2nnc(NC(C)C)s2)c1C	4	-2	-21	1	9	-3	-5	-8	-0.1
Cc1ccccc1Nc1nc(N)nc(COc2ccc(C#N)cc2)n1	8	-15	-10	-4	16	-8	1	0	0.6
CCC1(c2ccccc2)NC(=O)N(CC(=O)NCc2ccc(C)cc2)C1=O (stereo not given)	0	-10	2	-11	-1	-5	-1	-11	0.2
CC1CCC2(CC1)NC(=O)N(CC(=O)Nc1ccc(N3CCOCC3)cc1)C2=O (stereo not given)	0	8	71*	-10	5	-1	-8	-4	0.7
COc1cccc(C(=O)Nc2c(C(N)=O)oc3ccccc23)c1	12	2	-15	-5	17	56*	2	9	4.6
COCCNC(=O)C(c1ccc(F)cc1)N(Cc1ccccc1)C(=O)CCC(=O)Nc1ccccn1 (stereo not given)	0	-18	-25	-4	12	3	-4	-5	1.2
CC(Oc1ccc2c3c(c(=O)oc2c1)CCCC3)C(=O)NCC(O)c1ccccc1 (stereo not given)	2	-11	-12	6	5	-19	-1	-4	4.0
Clc1cccc(Cl)c1CON/C=N/c1ncnc2sccc12	7	5	-3	-18	1	1	-2	19	4.9
CCOC(=O)c1sc2nccc(OC)c2c1N=CNOC	-1	5	6	-9	12	-11	-11	9	0.0
CC(C)Oc1cccc(C(=O)C2CCCN(C(=O)c3cc(C(F)(F)F)[nH]n3)C2)c1 (stereo not given)	-2	-17	-17	-18	18	-44	-3	-1	6.3
O=C(Nc1ccccc1Cl)NC1CCCCCCC1	-1	7	x	x	-10	-33	13	8	23*
C[C@H](NC(=O)Cc1cccc2ccccc12)C(=O)NCc1ccccc1	2	-6	-12	-3	-8	-5	-5	-2	1.2
O=C(CN1CCN(c2ccccc2O)CC1)NC(=O)NC1CCCC1	0	-6	-7	1	-18	-13	0	-3	0.3
Cc1nnc(SCC(=O)Nc2ccccc2N2CCOCC2)s1	17	-4	-2	-12	5	-19	-2	-6	0.4
O=C(CC1Sc2ccccc2NC1=O)NNc1cccc(Cl)c1Cl (stereo not given)	6	-10	x	x	2	-8	-3	-8	0.3
O=C(CSc1ccc2nnc(CCNC(=O)c3ccccc3)n2n1)NCc1ccc(F)cc1	1	3	-10	-2	-14	-24	-3	-6	0.1
O=C(c1ccc(-c2cccc(C(F)(F)F)c2)o1)N1CCCC(C(F)(F)F)C1 (stereo not given)	-2	-4	-40	-9	-24	-16	-2	3	0.1
C=CCSc1nc2sc(C)c(C)c2c(=O)n1CC=C	2	-5	-29	-7	11	-16	-3	-14	0.5
O=c1c(-c2ccco2)[n+]([O-])c2ccccc2n1OCc1c(F)cccc1F	0	-7	-8	-2	-2	-3	0	-23	1.2
CC(C)COc1ccc(C(=O)NC(Cc2c[nH]c3ccccc23)C(=O)NN)cc1 (stereo not given)	-2	-10	-22	0	-4	-7	-2	7	-0.1
CC1CCN(S(=O)(=O)c2cc(Br)cc(C(=O)NC3=NCCS3)c2)CC1	11	-1	-18	-15	3	-1	-5	-12	1.7
COc1cccc2nc3cc(C)c(C)cc3nc12	6	-2	-12	-9	2	-16	-2	1	0.0
Fc1ccc(CNC(=S)Nc2cccc(C(F)(F)F)c2)cc1	7	20	11	-9	3	21	-1	21	9.3
CCCCN(CCCC)CCNC(=O)c1ccc2nc(-c3ccccc3NC(C)=O)c(=O)[nH]c2c1	3	-9	-9	-10	6	4	-5	-8	-0.3
COc1ccc(OC)c(NC(=O)c2ccccc2SC)c1	-1	-14	-11	-1	3	5	2	0	-0.7
Cc1c(NC(=O)CSc2n[nH]c(-c3ccccc3)n2)c(=O)n(-c2ccccc2)n1C	17	3	-20	-5	1	-1	-2	-7	-0.2
CC1(C(=O)NS(=O)(=O)c2cccs2)CCN1C(=O)c1ccccc1 (stereo not given)	3	15	x	x	-13	-35	0	-7	0.2
Cn1c(N)c(N2CCCCC2)c(=O)n(CC(=O)Nc2cccc(C#N)c2)c1=O	6	-10	0	6	8	-25	-1	-8	1.9
CCN(CC)S(=O)(=O)c1ccc2c(c1)nc(CCC(=O)O)n2C	-1	-8	5	2	0	-5	-3	5	0.2
O=c1[nH]c(=S)[nH]cc1Oc1ccc(Cl)cc1	0	-15	x	x	5	6	1	-11	0.6

Overlap with the part before: 2 entries, then new ones.
Molecule	TAAR1 ag	CHO-K1 Ca antag	CHO parental Ca	OXTR potentiator	CHO-K1 Ca PAM	TAAR1 antagonist	M1 ag	M1 antag	M1 ag parental
CCN(CC)S(=O)(=O)c1ccc2c(c1)nc(CCC(=O)O)n2C	-1	-8	5	2	0	-5	-3	5	0.2
O=c1[nH]c(=S)[nH]cc1Oc1ccc(Cl)cc1	0	-15	x	x	5	6	1	-11	0.6
O=C(O)CCCNS(=O)(=O)c1ccc(Br)s1	3	-12	-3	4	7	-20	-2	-29	0.3
O=C1NC(=S)S/C1=C\c1cc(Cl)cc(Cl)c1O	40*	14	x	x	0	65*	40*	36*	37*
CC1CCCC(C)N1C(=O)COC(=O)c1cc([N+](=O)[O-])ccc1N1CCOCC1 (stereo not given)	4	0	-15	-5	2	-12	-1	-6	2.2
O=C(Nc1ccon1)c1ccccc1F	2	-14	-1	-1	22	4	-2	-10	0.2
O=C1COc2ccc(-c3n[nH]c(=O)c4ccccc34)cc2N1	13	1	0	0	19	0	-6	-3	0.3
CCNC(=S)NNC(=O)c1cc(-c2cc(C)ccc2C)nc2ccccc12	x	18	-19	-2	-2	x	-3	-3	4.9
COc1ccc(-c2cc(C(F)(F)F)nc(S(=O)(=O)CCCC(=O)Nc3cccc(O)c3)n2)cc1OC	10	3	x	x	6	19	-9	8	4.3
O=C(O)C1Cn2c(nc3c(c2=O)C2(CCCC2)Cc2ccccc2-3)S1 (stereo not given)	0	-10	1	-8	9	-11	-5	-3	0.3
CCCN1C(=S)SC(C)(C)C1/[N+]([O-])=C/c1ccc(S(=O)(=O)NC)cc1 (stereo not given)	1	-10	-9	-2	11	25	-4	-7	2.8
Cn1cnc([N+](=O)[O-])c1SCC(O)CCl (stereo not given)	6	-17	-5	-15	12	1	-4	-12	-0.1
N#Cc1cc2c(nc1Cl)CCC2	1	-3	0	4	3	-21	1	5	2.9
CCn1cc(C(=O)N2CCCCC2)c(=O)c2cc(S(=O)(=O)N3CCC(C)CC3)ccc21	-1	6	0	-5	2	19	-7	-3	-0.2
CC(=O)CC(C)(C)Nc1nc2cc([N+](=O)[O-])ccc2o1	6	-12	6	-5	2	-4	-3	-14	0.2
CCOC(=O)c1c(NC(=O)COC(=O)c2ccccn2)sc2c1CCC2	1	-4	-14	-4	20	-11	-8	2	0.1
CCCCCCCCN=C1NC(=O)CS1	x	9	-6	1	2	x	-9	5	0.7
O=[N+]([O-])c1ccccc1Oc1ccc(C(F)(F)F)cn1	2	2	-12	-1	17	-20	-7	1	0.1
CN(CC(=O)Nc1ccccc1Cl)C(=O)c1ccc(COc2ccccc2)cc1	6	-10	-16	-7	13	21	-2	5	3.6
Cc1ccccc1OCCOC(=O)c1cc(S(=O)(=O)N2CCOCC2)ccc1C	2	5	x	x	-9	-20	-1	2	0.1
CN(C)S(=O)(=O)c1cccc(-c2nnc(SCc3cc(Cl)cc4c3OCOC4)n2N)c1	1	-15	-23	-9	11	4	-2	2	0.0
c1ccc(CSc2ccc(-c3ccccn3)nn2)nc1	0	-8	-5	0	-19	-6	-6	3	1.1
COC1CCN(Cc2c(C(=O)N3CCN(C4CCCCC4)CC3)nc3ccccn23)CC1	x	1	-10	-3	-22	x	10	-4	0.7
CC1CCCN(C(=O)CSc2nnc(-c3ccncc3)n2C)C1 (stereo not given)	8	-6	-8	1	-8	-15	-3	4	0.1
COc1ccc(S(=O)(=O)Nc2cccc3c2O[C@H](CN(C)S(=O)(=O)c2cn(C)cn2)[C@@H](C)CN([C@H](C)CO)C3=O)cc1	4	-8	-1	1	10	-2	-5	-8	-0.1
CNC(=S)N1N=C(c2ccc(OC)cc2)CC1c1ccc(N(C)C)cc1 (stereo not given)	8	0	3	-11	9	11	-6	-8	0.3
CCOC(=O)N/N=C\c1sccc1C	1	-14	-11	-4	4	9	-5	-7	0.0
CN1CCCN(C(=O)/C=C/c2ccc(Cl)cc2Cl)CC1	5	-1	-11	-9	-2	3	-5	4	-0.2
CC(Oc1ccccc1Br)C(=O)N1CCc2ccccc21 (stereo not given)	4	-5	-27	-3	2	18	-5	2	-0.1
CCOC(=O)[C@@H]1[C@H]2COc3ccc(Br)cc3[C@@H]2N2C(=O)N(c3cccc(Cl)c3)C(=O)[C@]12C	4	-21	-19	-8	22	-21	-4	-11	2.1
O=C(/C=C/c1ccccc1)Nc1cccc(C(=O)N2CCCCC2)c1	6	-7	x	x	19	8	0	2	4.4
C=CCSc1nc(C)c2cc(C)cc(C)c2n1	0	-10	-23	-13	0	6	-5	-6	-0.3
Cc1nn2c(=O)cc(COC(=O)c3c(F)cccc3Cl)nc2s1	12	-13	-8	-5	2	1	0	-15	0.0
COc1ccc(NC(=O)c2sc3nc(C)nc(N4CCN(c5ccccn5)CC4)c3c2C)c(OC)c1	1	6	-34	-6	-9	22	0	14	1.0
CC(C)C(NC(=O)c1ccco1)C(=O)NCC(c1ccco1)N1CCCCC1 (stereo not given)	4	12	-18	-4	-7	10	-6	9	-0.5
CC(=O)OCCOc1nc(NC(C)C)nc(NC(C)C)n1	-1	-3	-5	0	16	5	-2	1	6.0
O=C(COc1ccccc1F)NNC(=O)Cc1ccc(S(=O)(=O)N2CCOCC2)s1	2	11	-1	-3	-17	-3	-3	3	-0.2
